Mdm2-MdmX inh: disrupts the human Mdm2-MdmX interaction; O15151+Q00987; SaOS-2 split-luciferase Mdm2/MdmX complementation, luminescence; inhibition, % at 8 µM; hit rate 3% among 330,000;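 active means inhibition of at least 50% at 8 µM in the primary screen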
EBI2 block: EBI2 (human) antagonism; inhibition, % at 5 µM; EBI2 beta-arrestin recruitment, luminescence, 7a,25-OHC stimulated; AID 651636; hit rate 0.81% among 360,000; in the data active means inhibition above about 38%;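 further: enzyme fragment complementation signal reports receptor beta-arrestin coupling in cells; 0% = agonist plus DMSO wells and 100% = wells without agonist; some results beyond the cut were filed as inactive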
CXCR6 inh: inhibitors of human CXCR6 receptor. O00574. CHO-K1 PathHunter CXCR6 beta-arrestin, luminescence. inhibition, % at 20 µM. hit rate 0.36% among 360,000. AID 602244; in the data active means inhibition above about 34%, passing the limit was not always enough;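 further: antagonist mode with CXCL16 agonist at 10 nM final; 0% = 10 nM CXCL16 with DMSO and 100% = unstimulated wells without agonist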
Target sequence (O00574 whole entry, looked up): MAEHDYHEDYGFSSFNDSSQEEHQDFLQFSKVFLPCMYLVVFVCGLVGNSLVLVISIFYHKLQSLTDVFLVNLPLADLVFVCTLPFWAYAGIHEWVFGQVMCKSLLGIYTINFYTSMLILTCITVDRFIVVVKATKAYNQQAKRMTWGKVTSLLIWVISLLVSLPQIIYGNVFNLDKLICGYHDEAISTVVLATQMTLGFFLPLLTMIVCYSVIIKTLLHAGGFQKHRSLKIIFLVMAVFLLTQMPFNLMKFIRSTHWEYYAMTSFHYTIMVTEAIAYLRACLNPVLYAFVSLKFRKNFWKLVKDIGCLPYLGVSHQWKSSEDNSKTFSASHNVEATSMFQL
UPR XBP1 act: activators of adaptive arm of unfolded protein response (XBP1); activation, % at 20 µM; AID 463104; CHO-XBP1 luciferase reporter, IRE1-XBP1 UPR activation, luminescence; percent of tunicamycin response, DMSO as zero; hit rate 0.33% among 330,000;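 active means versus positive control, 20 µM dose yields 30% or more activation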;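 further: 100% = tunicamycin at 10 µg/mL and 0% = DMSO only wells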
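Material: CHO-XBP1 cells stably carrying IRE1-XBP1-driven luciferase reporter / Amount: 1000 cells per well / Compound: 20 µM, 1% DMSO / Times: 6 h treatment, 37 °C / Detection: luciferase luminescence / Measure: % activation of reporter signal versus tunicamycin and DMSO controls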
APJ antagonist: APJ receptor antagonism | inhibition, % at 20 µM | AID 2521 | hit rate 0.32% among 330,000 | CHO-K1 APJ beta-arrestin complementation, luminescence;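 active means inhibition above about 40% at 20 µM, limit read from the data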;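 further: cells challenged with 10 nM apelin-13 agonist together with compound; plate controls were apelin-13 plus DMSO wells for no effect and DMSO wells lacking apelin-13 for full effect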
Target sequence (P35414 whole entry, looked up): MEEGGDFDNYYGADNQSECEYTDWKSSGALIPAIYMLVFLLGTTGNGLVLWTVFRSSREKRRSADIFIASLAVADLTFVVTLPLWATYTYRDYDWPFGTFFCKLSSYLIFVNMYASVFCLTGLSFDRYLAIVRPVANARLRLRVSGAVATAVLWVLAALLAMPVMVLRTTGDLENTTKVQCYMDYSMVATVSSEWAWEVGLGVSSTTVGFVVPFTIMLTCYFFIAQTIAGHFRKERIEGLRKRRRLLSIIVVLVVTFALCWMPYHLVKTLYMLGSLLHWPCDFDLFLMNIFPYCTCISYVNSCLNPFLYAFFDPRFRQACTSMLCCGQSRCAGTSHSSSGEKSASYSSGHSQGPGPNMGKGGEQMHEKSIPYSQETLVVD
CCR6 antag: CCR6 (human) receptor antagonism; P51684; CHO-K1 CCR6 PathHunter beta-arrestin, luminescence, CCL20-stimulated; inhibition, % at 20 µM; hit rate 0.49% among 340,000;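 active means compounds whose inhibition of the agonist-driven luminescence signal at 20 µM reaches about 50%, limit read from the data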;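 further: cells stimulated with CCL20 at 14 nM final; plate controls were DMSO with CCL20 for no effect and DMSO without agonist for full effect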
tim23-1 inh: tim23-1 yeast growth inhibition; S. cerevisiae tim23-1 growth, BacTiter-Glo luminescence, 24 h; inhibition, % at 20 µM; hit rate 1.3% among 330,000; AID 463212;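 active means growth inhibition of the mutant yeast at or above 50%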;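 further: temperature-sensitive mutant grown at 25 °C; plate controls were DMSO-treated mutant yeast for no effect and medium wells lacking yeast for full effect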
APJ agonist: APJ receptor agonism; CHO-K1 APJ PathHunter beta-arrestin, luminescence; 0% DMSO wells, 100% apelin; activation, % at 20 µM; hit rate 0.11% among 330,000;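 active means activation more than six SD over the plate average, tested at 20 µM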;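 further: 0% = DMSO alone and 100% = apelin-13 at 10 nM; some results filed as inactive read as strong as hits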
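Test system: CHO-K1 APJ beta-arrestin complementation cell line. Amount: cell density 1000 per well. Controls: DMSO negative, 10 nM Apelin-13 positive. Signal: luminescent beta-gal fragment complementation, chemiluminescent substrate. Read-out basis: agonist-driven arrestin binding to APJ. Timing: compound stimulation 90 min at 25 °C, detection 60 min.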
CHOP UPR activ: activators of apoptotic arm of unfolded protein response (CHOP); AID 449763; activation, % at 10 µM; hit rate 0.34% among 330,000; CHO-CHOP luciferase reporter, UPR activation, luminescence; percent of tunicamycin response over DMSO baseline;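 active means at 10 µM dose, activation of 40% or more, normalized to positive control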;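 further: 100% = tunicamycin at 10 µg/mL and 0% = DMSO alone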
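Test system: CHO CHOP reporter cells. Input: 500 CHO-CHOP cells per well. Medium: F12 with 10% FBS. Technique: luciferase luminescence. Measure: percent activation relative to tunicamycin control. Dosing: 10 µM compound, 0.5% DMSO. Timing: 16-18 h cell attachment, then 6 h compound exposure, 37 °C.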
* marks the source's active call; other numbers are inactive results. Not all compounds are listed, so the mix of outcomes need not match the whole.

Compound	CHOP UPR activ	CXCR6 inh	UPR XBP1 act	CCR6 antag	Mdm2-MdmX inh	APJ antagonist	tim23-1 inh	APJ agonist	EBI2 block
Cc1ccc(NC(=O)CSc2nnc([C@H](C)NC(=O)OC(C)(C)C)o2)c(C)c1	1.3	-4	1	7	-9	2	9	0	-8
Fc1cccc(F)c1/C=N/Nc1ccccn1	1.5	0	1	1	-8	-4	13	-2	-2
O=C(NCCN1C(=O)C2C3C=CC(C3)C2C1=O)N1CCOCC1 (configuration not stated)	-1.9	-3	-1	18	-3	-3	14	-1	-4
CC(C)Cn1c(N)c(C(=O)COC(=O)C2CC(=O)N(c3ccc4c(c3)OCCO4)C2)c(=O)n(C)c1=O (configuration not stated)	0.3	-7	-4	5	1	13	-5	4	-1
Cn1cc(S(=O)(=O)NCc2ccco2)c(=O)n(C)c1=O	-0.9	0	1	7	-8	1	-18	-4	0
CC1CN(C(=O)COC(=O)c2ccc(Cl)c(N)c2)CC(C)O1 (configuration not stated)	0.6	-6	-1	-2	16	33	-3	-1	0
N#Cc1ccc(-c2cccnc2)nc1SCC(=O)c1ccccc1	8.2	7	6	10	-4	-21	1	0	40*
COc1ccc(/C=C/C(=O)c2ccc(O)cc2)cc1COc1ccc(F)cc1	2.8	0	0	6	46	12	29	-1	29
COCCN1Cc2cccc(C(=O)Nc3ccc(S(=O)(=O)N4CCOCC4)cc3)c2C1=O	0.2	3	0	16	20	-3	4	-2	-11
C=CC[C@H](CC(=O)N(CCO)Cc1ccccc1)C(=O)NCCOC(=O)[C@@H](CC=C)CC(=O)OC(C)(C)C	-0.4	2	0	13	21	2	-2	-4	-1
Cc1cc([N+](=O)[O-])nn1CCCC(=O)Nc1sc2c(c1C(N)=O)CCCC2	2.2	-1	1	4	3	1	4	-2	-3
S=C1NC[C@H](c2ccccc2)N1CCCCC1CCCCC1	-0.6	-7	2	25	3	2	30	-4	46*
CN(CC(=O)Nc1cccc(F)c1)CC(=O)N1CCCCC1	-2.3	-6	-1	8	29	-7	-3	-1	-7
O=C(/C=C/c1ccccc1)NC(NC(=S)Nc1cc(Cl)ccc1Cl)C(Cl)(Cl)Cl (configuration not stated)	22	5	4	32	89*	9	4	0	8
O=C(COC(=O)c1ccncc1)NCc1ccccc1	-1.2	-9	-2	3	20	-20	-6	-4	-12
CCN(CC)C(=O)c1ccc(-c2ccccc2)cc1	1.7	-3	6	5	-20	-8	33	-3	12
CN(Cc1ccccc1Br)C(=O)CSc1nnnn1C1CC1	-0.9	2	-1	5	-17	8	11	-2	-7
CC(C)OC(=O)c1cc(C(=O)c2cc(Cl)ccc2O)coc1=N	-1.2	4	-1	-2	9	-28	18	-1	-8
O=C(CSc1nnc2ccccn12)NC(=O)c1ccccc1	0.6	0	-1	1	10	-11	-6	-5	-12
COc1ccc(/C=C(\NC(=O)c2ccc(OC)cc2)C(=O)Nc2cccc(C(=O)O)c2)cc1	0.1	4	4	9	12	-7	11	-3	7
CC(=O)Nc1ccc(C(=O)Nc2cccc(S(=O)(=O)NC3=NCCC3)c2)cc1	1.1	2	0	21	2	15	12	5	-2
Cc1oc2ccc(NS(=O)(=O)c3ccc(C(C)(C)C)cc3)cc2c1C(=O)Nc1ccccc1	2.7	2	-4	-8	40	5	14	0	-4
CCOC(=O)CCC(=O)Nc1cc(S(=O)(=O)N2CCOCC2)ccc1N1CCCCC1	-1.5	0	-3	3	3	1	12	0	-6
Cc1cccc(N(C(=O)CNC(=O)c2ccco2)C(C(=O)NC2CCCC2)c2cccnc2)c1C (configuration not stated)	-2.3	-5	2	-3	5	-5	8	-5	3
COC(=O)c1ccc(CNC(=O)c2ccc(OC)c(S(=O)(=O)NC3CCCC3)c2)cc1	1.7	7	-2	3	-2	5	12	-1	2
CN(C)c1ccc(/C=C/c2cc[n+](C)cc2)cc1	-1.1	14	-5	8	48	6	13	-1	1
COc1ccc(OC)c(/C=C(\C)C(=O)c2c(C)cc(C)[nH]c2=O)c1	-0.2	7	-2	3	-1	-1	2	-4	-11
CCOC(=O)c1cnc2c(-c3ccccc3)c(-c3ccccc3)nn2c1C	0.3	1	-4	12	-5	7	14	-2	24
O=C(CCc1nc2ccccc2s1)N1CCN(S(=O)(=O)c2cccs2)CC1	0.9	-12	2	0	13	0	1	-1	13
COc1ccc(C=O)cc1C1=CC(=O)C[C@H](c2ccc(Cl)cc2)C1	2.6	10	-2	4	22	-2	46	-4	20
Clc1ccccc1-c1nnc2n1CCCCC2	0.6	0	4	-6	14	2	14	-1	-5
O=c1cc(-c2ccc(C3CCCCC3)cc2)[nH][nH]1	3.5	10	3	6	-1	-8	74*	-5	3
CC(C)c1nnc(NC(=O)CCC(=O)N2CCN(Cc3ccc(F)cc3)CC2)s1	-0.3	-2	-5	-4	18	0	-10	-6	-1
Cc1ccc[n+](-c2[nH]c(=O)sc2/C=N/N=C(\[O-])CCn2c3ccccc3c3ccccc32)c1	0.2	3	2	6	10	0	14	-4	-4
COC(=O)Cn1c(O)c(N=NC(=O)OC)c2ccccc21	0.1	1	-1	0	-33	5	-3	0	-5
CC(C)C(=O)Nc1ccc(C(=O)Nc2nnc(C(C)(C)C)s2)cc1	1.3	-4	4	8	-16	11	9	-2	-7
C#CCOCCOCCOCCNc1nc(N2CCN(C(=O)C([C@@H](C)O)n3cc([C@@H](N)CCCCN)nn3)CC2)nc(N2CCN(C(=O)[C@H](CCC(=O)O)n3cc([C@@H](N)CCCCN)nn3)CC2)n1 (some centres not stated)	-0.4	-4	-2	-3	-5	9	4	-2	-8
Fc1ccc2c(c1)c1n[nH]c(=S)nc1n2CCc1ccccc1	-0.3	1	1	16	6	2	10	-1	13
CC(=O)c1c(O)cc(C)n(-c2ccc(F)cc2)c1=O	-0.1	7	7	10	-8	7	1	-4	2
COc1ccc(S(=O)(=O)N2CCC(C(=O)N3CCOCC3)CC2)cc1Cl	-2.3	10	-4	-4	-10	4	12	-2	-8
CCc1cc2cc(C)ccc2nc1SCC(=O)NNC(=O)c1ccco1	1.0	8	-4	12	-1	-11	12	3	-6
CCC(=O)N(Cc1cccs1)C1CCOC(C)(C)C1 (configuration not stated)	-0.2	-1	-2	8	-16	12	3	0	7
O=C(c1coc2ccc(O)c(CN3CCOCC3)c12)C1CC1	0.3	-2	-3	-6	-18	18	17	6	7
C#CCOCCOCCOCCNc1nc(N2CCOCC2)nc(N2CCN(C(=O)[C@H](CCCCN)n3cc([C@@H](N)CC(C)C)nn3)CC2)n1	-0.6	-9	1	-9	19	27	16	7	2
NC(=O)c1ccc(NC(=O)COC(=O)CCN=C2NS(=O)(=O)c3ccccc32)cc1	-0.5	1	1	5	16	5	5	-1	-2
CC1CN(CCOc2ccc(F)cc2)CC(C)O1 (configuration not stated)	2.7	16	-1	5	6	11	9	-1	-5
Cc1ccc(CN2CCN(/N=C/c3ccc(N(C)C)cc3)CC2)cc1	1.3	-14	-3	3	-9	-9	16	1	-11
O=C1c2ccccc2CCC12N=NCC2c1ccc(Cl)cc1 (configuration not stated)	-1.8	1	7	21	10	0	31	-2	-3
N/C(=N\OC(=O)c1ccc(Cl)cc1)c1nonc1N	3.6	-5	3	3	16	-17	24	5	-1
Cc1cc(N2C(=O)C(=O)/C(=C(/O)c3ccc(F)cc3)C2c2ccc(F)cc2)no1 (configuration not stated)	-0.4	-9	1	-4	-24	-11	3	-4	-3

Further records
Compound	CHOP UPR activ	CXCR6 inh	UPR XBP1 act	CCR6 antag	Mdm2-MdmX inh	APJ antagonist	tim23-1 inh	APJ agonist	EBI2 block
CC1(C)CC(OC(=O)c2ccco2)CC(C)(C)N1O	-1.3	15	0	11	11	-13	18	3	3
COc1ccccc1-n1c(SCC(=O)NC(C)(C)C)nc(O)c(Cc2ccccc2)c1=O	-0.5	-3	0	3	-9	-6	17	5	0
NNC(=O)Cc1cn(-c2ncc(C(F)(F)F)cc2Cl)c2ccccc12	-0.7	-3	-2	22	-15	-4	27	-1	-6
Cn1c(C(=O)NCCN2CCN(c3ccccc3F)CC2)cc2c(=O)n(C)c3ccccc3c21	-0.8	-1	-3	-7	36	2	-8	0	3
Cc1ccc(S(=O)(=O)N(C)C(C)CCc2ccco2)cc1 (configuration not stated)	-1.0	8	-2	15	6	11	31	-4	4

Screening data deposited in PubChem BioAssay by Sanford-Burnham Center for Chemical Genomics.
